# Lipid droplet – inhibitors of hepatocyte lipid droplet formation, primary screen, imaging, high-throughput imaging, BODIPY stain; inhibition, % at 6.5 µM; AML12 mouse hepatocytes, oleate lipid droplets; AID 1656, 2009; 0.4% of 240,000 active;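 active = lipid droplet intensity inhibited by at least 50%, with more than 500 cells counted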
#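 Material: mouse AML12 hepatocyte cell line, fixed after treatment; Timing: compound with oleate, overnight; Technique: high-content imaging of BODIPY-stained droplets and DAPI nuclei; Probe or stimulus: oleate, 100 µM final; Dosing: compound at 6.5 µM only.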
# HEK293 NOD2/NF-kB – NOD2 signaling inhibitors, cell-based, luminescence, uHTS, HEK293 (AID 1566); 0.63% of 290,000 active; one-dose inhibition, % at 4 µM; EC50 in µM for titrated hits; HEK293 NOD2/NF-kB luciferase reporter, luminescence; higher % means a stronger effect; in the data active = inhibition above about 50%; note: many of its hits are not listed in these tables
# Lipid droplet cells 6.5 µM – also measured in Lipid droplet; calls as there; cell count; measured here: cell count, cytotoxicity flag;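 cells counted across two imaged fields per well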
# * = called active by the depositor; / = no result given. A portion of the library (hit frequency here may not be typical).
SMILES,Lipid droplet,Lipid droplet cells 6.5 µM,HEK293 NOD2/NF-kB
CCN(c1ccccc1)S(=O)(=O)c1ccc(NC(=O)c2nc(S(C)(=O)=O)ncc2Cl)cc1,-6.1,669,/
CCOC(=O)C1CCN(S(=O)(=O)c2ccc3c(c2)N(C(C)=O)CC(C)S3)CC1 (configuration not stated),-16.0,628,/
COc1ccc(CCN2CC(C(=O)N(C)CC(=O)Nc3cccc(F)c3)CC2=O)cc1OC (configuration not stated),-6.5,773,/
c1cnc(N2CCN(c3ccc4ccccc4n3)CC2)nc1,-4.6,754,/
C=CCn1c(C)c(/C=C/c2cc[n+](C)cc2)c2ccccc21,-21.5,800,/
Cc1ccc(C)c(N2CCN(C(=O)CCS(=O)(=O)c3ccc4c(c3)NC(=O)CO4)CC2)c1,-0.1,697,/
O=C(CCl)N1c2ccccc2SCC1c1ccccc1 (configuration not stated),-3.9,751,/
C/C(=N\NC(=O)c1nnn(-c2nonc2N)c1CN(C)c1ccccc1)c1ccccn1,-27.2,506,/
COc1cc(CNc2ccc3[nH]c(=O)[nH]c3c2)ccc1OCc1ccccc1Cl,25.9,830,/
CC(NC(=S)NC1CCCCC1)c1ccc(C(C)(C)C)cc1 (configuration not stated),-15.6,840,/
O=C(/C=C/c1cccs1)Nc1sc2c(c1C(=O)O)CCCC2,-3.9,770,/
Cc1cc(/C=C2/SC(=O)N(CC(=O)N3CCCC3)C2=O)c(C)n1C,-3.7,818,6.4%
Cc1ccc2[nH]cc(S(=O)(=O)c3ccc(C(C)C)cc3)c(=O)c2c1,-0.8,845,-0.8%
Cc1ccc(C)c(NC(=O)CCNS(=O)(=O)c2ccc3[nH]c(=O)oc3c2)c1,0.8,725,3.2%
O=C(C1CCC(CNS(=O)(=O)c2ccccc2)CC1)N1CCOCC1 (configuration not stated),-1.2,779,13.4%
CCOc1ccccc1N(CC(=O)NCC1CCCO1)C(=O)CCC(=O)Nc1cc(C)on1 (configuration not stated),-9.4,780,-10.6%
CC(=O)c1ccc(NS(=O)(=O)c2ccc3c(c2)N(C)CCO3)cc1,-2.0,745,46.3%
COc1ccc(S(=O)(=O)n2nc(C)c(S(=O)(=O)N3CCOCC3)c2C)cc1,-5.9,693,3.3%
CCCc1nn2c(=O)cc(CSCC(=O)Nc3cccc(OC)c3)nc2s1,-2.0,708,2.3%
CCc1ccc(NC(=O)CSc2nc3ccccc3nc2N2CCCC2)cc1,73.7*,738*,3.3%
NC(=O)C1CCN(C2=C(NS(=O)(=O)c3ccc(Br)cc3)C(=O)c3ccccc3C2=O)CC1,-10.4,678,26.9%
O=C(CS(=O)(=O)c1ccc(Br)cc1)N1CCOCC1,4.1,872,-5.1%
CCOC(=O)c1ccc(Oc2coc3cc(O)ccc3c2=O)cc1,10.0,836,8.9%
CCOCCCn1c(SCc2ccccc2)nnc1-c1ccncc1,2.5,819,7.2%
CC(=O)c1ccc(NC(=O)c2ccc(-n3cncn3)c([N+](=O)[O-])c2)cc1,28.3,685,16.0%

# 3 structures already listed, sorted by number of heavy atoms, ascending.
SMILES,Lipid droplet,Lipid droplet cells 6.5 µM,HEK293 NOD2/NF-kB
O=C(/C=C/c1cccs1)Nc1sc2c(c1C(=O)O)CCCC2,-3.9,770,/
CCOCCCn1c(SCc2ccccc2)nnc1-c1ccncc1,2.5,819,7.2%
Cc1ccc(C)c(NC(=O)CCNS(=O)(=O)c2ccc3[nH]c(=O)oc3c2)c1,0.8,725,3.2%

# Back to the main list; the 7 compounds before the break are reprinted first.
SMILES,Lipid droplet,Lipid droplet cells 6.5 µM,HEK293 NOD2/NF-kB
CCCc1nn2c(=O)cc(CSCC(=O)Nc3cccc(OC)c3)nc2s1,-2.0,708,2.3%
CCc1ccc(NC(=O)CSc2nc3ccccc3nc2N2CCCC2)cc1,73.7*,738*,3.3%
NC(=O)C1CCN(C2=C(NS(=O)(=O)c3ccc(Br)cc3)C(=O)c3ccccc3C2=O)CC1,-10.4,678,26.9%
O=C(CS(=O)(=O)c1ccc(Br)cc1)N1CCOCC1,4.1,872,-5.1%
CCOC(=O)c1ccc(Oc2coc3cc(O)ccc3c2=O)cc1,10.0,836,8.9%
CCOCCCn1c(SCc2ccccc2)nnc1-c1ccncc1,2.5,819,7.2%
CC(=O)c1ccc(NC(=O)c2ccc(-n3cncn3)c([N+](=O)[O-])c2)cc1,28.3,685,16.0%
N#Cc1ccc(C(=O)Nc2ccc3ccccc3c2)cc1,-16.9,797,-164.8%
Cc1cc(=O)oc2cc(NC(=O)CCOc3ccccc3)ccc12,-8.7,840,-5.4%
O=C1CN(C(=O)CSc2ccc(-c3ccc(F)cc3)nn2)c2ccccc2N1,-16.6,774,26.8%
NS(=O)(=O)c1ccc(NC(=O)c2ccc(F)cc2F)c(NC(=O)c2ccc(F)cc2F)c1,-59.1,811,4.7%
Cc1cccc(CNS(=O)(=O)c2ccc(-c3ccc(=O)[nH]n3)s2)c1,11.5,696,9.9%
CN(C)S(=O)(=O)NCC1CCCN(Cc2ccc(-c3ccccc3)cc2)C1 (configuration not stated),-10.8,843,-6.0%
COc1ccc(/C=C2/Sc3ccc(C(=O)N4CCOCC4)cc3NC2=O)cc1OC,-0.5,737,-48.4%
Cc1ccccc1CN1CCN(Cc2cc(=O)c3ccccc3[nH]2)CC1CCO (configuration not stated),-10.5,829,6.0%
CC(C)C1Nc2ccc(C(=O)N3CCN(c4ccccn4)CC3)cc2NC1=O (configuration not stated),-0.7,720,21.4%
CCN(C(=O)CSc1nc(N)cc(N)n1)C1CCS(=O)(=O)C1 (configuration not stated),-4.0,637,-4.7%
C/C(=N\NC(=O)C1CC1)c1ccccc1Br,3.8,824,2.3%
CCOc1ccccc1NC(=O)c1cc(-c2cc(OC)c(OC)c(OC)c2)nc2ccccc12,-11.8,882,8.8%
CC(=O)N1c2ccc(S(=O)(=O)N3CCCCC3)cc2CC1C(=O)Nc1ccc(C)cc1 (configuration not stated),-9.2,736,-10.0%
C[n+]1c(/C=C/c2ccc(O)cc2)ccc2ccccc21,-8.4,846,-27.0%
O=C(NC1CCCc2c1cnn2-c1ccccc1F)c1ccccc1N1CCOCC1 (configuration not stated),-5.2,573,15.5%
Nc1cc(C(=O)OCC(=O)NCCNC(=O)COC(=O)c2ccc(Cl)c(N)c2)ccc1Cl,-11.3,819,-7.4%
COCCCn1c(=O)c2ccccc2n(Cc2cccc(C)c2)c1=O,-5.2,856,3.9%
Cc1cccc(CS(=O)(=O)Cc2ccc(C(=O)NCc3ccccc3)o2)c1,-2.1,713,12.1%
O=C(N/N=C/c1cc([N+](=O)[O-])ccc1O)c1cccc2ccccc12,-31.1,680,31.1%
O=C(NCC1COCCO1)c1cc(COc2ccc(F)cc2F)on1 (configuration not stated),-1.6,754,12.6%
CCCNc1c(NC(=O)c2cccs2)c(=O)oc2ccccc12,3.7,739,14.4%
CC1CCN(CCCNC(=O)C2CC(=O)N(CCc3ccccc3)C2)CC1 (configuration not stated),-10.6,687,6.8%
O=C(Oc1ccc2ccc(=O)oc2c1)c1ccco1,-0.9,416,1.4%
Cc1ccccc1NC(=O)NNC(=O)CCc1ccccc1,-8.3,771,16.4%
CC1=Nc2cc(C(=O)N3CCCCC3)ccc2Sc2ccc(C)cc21,17.7,696,18.8%

# (cont.)
SMILES,Lipid droplet,Lipid droplet cells 6.5 µM,HEK293 NOD2/NF-kB
O=C(COC(=O)c1cnccn1)c1ccc(C2CCCCC2)cc1,0.4,832,5.9%
Cc1ccc(C(C(=O)NC2CCCCC2)N(Cc2cccnc2)C(=O)c2csnn2)cc1 (configuration not stated),-10.1,736,-4.4%
CC1(C)C(=O)OC(c2ccc([N+](=O)[O-])cc2)C(C)(C)C1=O (configuration not stated),-0.2,823,13.3%
CCCCOc1ccc(C(=O)OCC(=O)N2CCOCC2)cc1,20.9,782,-84.9%
CNC(=O)COc1coc(CN2CCN(c3ccccc3F)CC2)cc1=O,16.6,630,14.9%
COc1ccc(OC)c(S(=O)(=O)Nc2cc(C)on2)c1,11.2,653,-0.5%
CCCCCSc1nc2c(cnn2-c2ccc(F)cc2)c(=O)[nH]1,-10.1,376,8.6%
O=C(N/N=C/c1c(F)cccc1Cl)c1cc(C2CC2)[nH]n1,19.6,792,-26.0%
COc1ccc(OC)c(C(c2c(C)[nH][nH]c2=O)c2c(C)[nH][nH]c2=O)c1,23.9,832,-5.9%
CCOC(=O)C1CCCN(C(=O)c2cc3ccc(OC)cc3[nH]2)C1 (configuration not stated),-7.8,812,2.7%
CCn1cc(/C=C/c2cc[n+](C)cc2)c2ccccc21,-12.2,637,1.8%
Cc1cccc(C)c1NC(=O)CNC(=O)c1cccnc1,1.4,826,16.9%
O=c1cc(-c2ccccc2)[nH]n2cnnc12,2.8,421,16.4%
O=C(NNC(=O)c1ccco1)Nc1ccccc1,-5.8,731,11.6%
O=C(Nc1cccc(-n2cnnn2)c1)c1cccs1,-7.9,792,12.6%
Cc1ccccc1N(CC(=O)NCc1ccco1)C(=O)CNS(=O)(=O)c1ccc(F)cc1,-3.9,867,-5.4%
CCOc1ccc(C(=O)NCCC(=O)N2CCC3(CC2)NCCc2[nH]cnc23)cc1,2.2,694,-0.1%
Cc1ccc(S(=O)(=O)N(C)CC(=O)N2CCN(Cc3ccc4c(c3)OCO4)CC2)cc1,7.9,518,-8.1%
C=CCn1c(N2CCCC2)nc2c1c(=O)n(C)c(=O)n2C,2.3,877,-6.0%
CC1CCN(C(=O)Cn2nnc(-c3ccc(C(C)C)cc3)n2)CC1,1.1,794,16.0%
CCOc1ccc(NC(=O)CCn2c(=S)oc3ccccc32)cc1,2.9,849,-7.3%
Cc1c(NC(=O)Nc2cccc(F)c2)c(=O)n(-c2ccccc2)n1C,-2.5,692,-4.4%
CCOC(=O)c1nn(-c2ccc(C)c(Cl)c2)c(=O)c(C#N)c1C,15.4,850,8.4%
COc1ccc(CCNC(=O)CN(c2ccc(OC)c(OC)c2)S(=O)(=O)c2ccc(C)cc2)cc1,23.5,824,-7.7%
COc1ccc(C(=O)NC2CC3CCCC(C2)N3Cc2ccccc2)cc1 (configuration not stated),-2.4,855,18.0%

# Further entries
SMILES,Lipid droplet,Lipid droplet cells 6.5 µM,HEK293 NOD2/NF-kB
Cc1ccc(-c2nnn(CC(=O)N(CC(=O)NC3CCCC3)c3ccccc3F)n2)o1,-33.3,725,4.0%
O=C(CN1C(=O)c2ccccc2C1=O)NC1CCCCC1,0.0,788,-2.1%
CN(Cc1cccc([N+](=O)[O-])c1)Cc1cccc2ccccc12,-14.9,807,-6.8%
Cc1ccccc1-c1nc(CS(=O)CC(=O)NC2CCCC2)c(C)o1 (configuration not stated),14.2,737,16.5%
Cc1cc(C)n2nc(SCC(=O)Nc3ccc(O)cc3)nc2n1,-5.1,785,3.2%
COc1ccc(S(=O)(=O)NCC2CCCN(Cc3ccccc3Cl)C2)cc1 (configuration not stated),2.1,773,4.3%
COc1cccc2cc(C(=O)OC(C)C(=O)c3ccc(C)cc3)c(=O)oc12 (configuration not stated),4.0,781,-2.8%
Cc1coc2cc3oc(=O)c(CC(=O)N[C@@H](CC(C)C)C(=O)O)c(C)c3cc12,-5.1,839,2.6%
O=C(NCCC(=O)N1CCC2(CC1)NCCc1[nH]cnc12)c1ccc(F)c(F)c1,-0.8,674,18.8%
COc1ccc(-c2noc(N3CCC(C(=O)NCc4ccccc4Cl)CC3)n2)cc1,-1.2,821,42.1%
CC(C)Oc1ccc(CNC(=O)C2CCCN(S(=O)(=O)N3CCOCC3)C2)cc1 (configuration not stated),-11.2,689,5.9%
Cc1cc(C)cc(OC(=O)c2cccnc2)c1,7.8,881,9.3%
Cc1cnc(C(=O)NC(Cc2ccccc2)c2ccccc2)cn1 (configuration not stated),4.1,876,3.0%
CN(Cc1cccc(Cl)c1)C(=O)C1CSC2(C)CCC(=O)N12 (configuration not stated),-34.7,640,0.3%
COc1ccc(C(=O)N(C)C2CCCCC2)cc1OC1CCN(C(C)C)CC1,-2.3,692,10.6%
O=C(NCC(=O)N1CCC(Cc2ccccc2)CC1)c1ccc(Cl)cc1,-14.2,670,30.3%
O=C(O)C1CCN(C(=O)CSc2nc3ccccc3c(=O)n2-c2ccc(Cl)cc2)CC1,22.3,822,-15.2%
CCCOC(=O)c1ccc(NC(=O)c2cccc(S(=O)(=O)N3CCN(C(C)=O)CC3)c2)cc1,1.9,791,28.0%
Cc1ccccc1CC(=O)NCC1CCCCC1,-4.5,809,-4.3%
COc1ccc(N(CC(=O)NCCSc2ccccc2)S(=O)(=O)c2ccccc2)cc1OC,4.0,753,7.8%
COc1ccc(CCNC(=O)c2cccc(NC(=O)CC3SC(N4CCCCC4)=NC3=O)c2)cc1OC (configuration not stated),1.8,828,-9.1%
NC(=O)c1cc(-c2cccnc2)nc2ccc(Br)cc12,-1.3,759,11.0%
Cc1c(C(=O)Nc2ccc3c(c2)OCCO3)sc2ncnc(N3CCCCC3C)c12 (configuration not stated),-11.5,772,33.9%
Cc1ccc(C)c(N2CCN(CC3CCCCC3)CC2)c1,10.8,800,-10.8%
COc1cc(CCC(=O)NCC2CCCO2)cc(OC)c1OC (configuration not stated),-0.9,796,1.2%
Cc1ncc(CN2CCCC(C(=O)Nc3ccc(-c4ccco4)cc3)C2)cn1 (configuration not stated),-6.5,666,2.9%
CSc1cccc(NC(=O)NNC(=O)C2CCN(S(=O)(=O)N(C)C)CC2)c1,33.7,773,-3.3%
CCn1c(CC(=O)Nc2ccccc2)nnc1SCC(=O)Nc1nncs1,6.3,797,-0.5%
CCOc1ccc(/C=C\c2nc(O)c([N+](=O)[O-])c(=O)[nH]2)cc1OCC,-1.3,425,-1.7%

# Quoted at random: 2 entries already listed
SMILES,Lipid droplet,Lipid droplet cells 6.5 µM,HEK293 NOD2/NF-kB
Cc1coc2cc3oc(=O)c(CC(=O)N[C@@H](CC(C)C)C(=O)O)c(C)c3cc12,-5.1,839,2.6%
O=C1CN(C(=O)CSc2ccc(-c3ccc(F)cc3)nn2)c2ccccc2N1,-16.6,774,26.8%

# Screening data from PubChem BioAssay.
